Compound activity deposited in PubChem BioAssay by several laboratories.
P. falciparum M1AAP = P. falciparum M1AAP inhibitors, biochemical, fluorogenic H-Leu-NHMec substrate, 1536-well (AID 1445); one-dose inhibition, % at 30 µM; IC50 in µM for titrated hits; 220,000 compounds, 0.42% hits; Aminopeptidase N (Plasmodium falciparum (isolate 3D7)); recombinant M1AAP, H-Leu-NHMec fluorogenic kinetic assay; higher % means a stronger effect;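 active = primary inhibition above the hit cutoff, then over 50% inhibition at one or more dose response concentrations, cut at about 23% in these data, passing the limit was not always enough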;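 also: plate controls were DMSO full reaction for no effect and no enzyme background for full effect; strong numbers were not always called active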
AID2073 = inhibitors of Mint1-CaV2.2 protein interaction, biochemical, HTRF (AID 2073). inhibition, % at 20 µM; hits with a dose series show IC50 in µM. HTRF protein-protein interaction, Mint1-CaV2.2; higher % means a stronger effect. Voltage-dependent N-type calcium channel subunit alpha-1B (Homo sapiens). 290,000 compounds, 0.19% hits; in the data active = inhibition mostly above about 51%, no sharp cut-off; also: some results filed as inactive read as strong as hits
KOR beta-arrestin-1 = KOR agonists, beta-arrestin recruitment, primary screen, cell-based, luminescence, uHTS (AID 1777); Kappa-type opioid receptor (Homo sapiens); KOR beta-arrestin recruitment, luminescence; higher % means a stronger effect; activation, % at 10 µM, or EC50 in µM where a hit was titrated; 280,000 compounds, 0.02% hits; in the data active = activation above about 50%, passing the limit was not always enough; also: a part of the inactive calls stands beside numbers as strong as those of hits
Dynein transport = inhibitors of GR-EGFP nuclear translocation, primary screen, dynein cargo transport inhibitor project, imaging, high-content, 3617.4 mouse cells; test concentration mostly 20 µM; stimulated with dexamethasone, 1 µM; active compounds read low; 220,000 compounds, 0.47% hits; z-score, hits read low;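 active = plate z-score of nuclear minus cytoplasmic receptor signal below a set negative limit, without overly bright fluorescence or cell loss, cut at about -3.5 in these data, passing the limit was not always enough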;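 also: z-score of nuclear minus cytoplasmic ring GR-EGFP intensity difference per well; some compounds called inactive have numbers as strong as hits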
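Also added – dexamethasone, 1.0 µM final · Buffer or medium – tet-free, stripped-serum medium · Schedule – induction 48 h, compound 1 h, agonist 30 min · Detection – formaldehyde fixation, Hoechst nuclear stain, 10x automated fluorescence imaging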
P. falciparum M17LAP = P. falciparum M17LAP inhibitors, primary screen, biochemical, fluorogenic H-Leu-NHMec substrate, 1536-well (AID 1619). Leucine aminopeptidase (Plasmodium falciparum (isolate 3D7)). inhibition, % at 30 µM; hits with a dose series show IC50 in µM. recombinant M17LAP, H-Leu-NHMec fluorogenic kinetic assay; higher % means a stronger effect. 220,000 compounds, 0.38% hits;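 active = compound inhibiting the enzyme by more than half at any dose during confirmatory dose-response retesting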;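 also: plate controls were full reaction with DMSO carrier for no effect and no enzyme background for full effect; strong numbers were not always called active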
GPR55 beta-arrestin = GPR55 agonists via beta-arrestin recruitment, primary screen, imaging, U2OS cells, beta-arrestin-GFP redistribution (AID 1961) | G-protein coupled receptor 55 (Homo sapiens) | U2OS GPR55 beta-arrestin-GFP redistribution imaging; higher % means a stronger effect | activation, % at 10 µM; hits with a dose series show EC50 in µM | 290,000 compounds, 0.048% hits;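 active = activation above 40% with more than 50 cells counted in the well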;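 also: U2OS osteosarcoma cells stably expressing GPR55 and beta-arrestin-GFP; plate controls were DMSO negative control for no effect and LPI positive control for full effect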
NOD2 inhibition = NOD2 signaling inhibitors, cell-based, luminescence, uHTS, HEK293 (AID 1566). one-dose inhibition, % at 4 µM; EC50 in µM for titrated hits. HEK293 NOD2/NF-kB luciferase reporter, luminescence; higher % means a stronger effect. 290,000 compounds, 0.63% hits; also: many of its hits are not listed in these tables
KOR beta-arrestin-2 = KOR antagonists, beta-arrestin recruitment, cell-based, luminescence, uHTS (AID 1778). inhibition, % at 10 µM; hits with a dose series show IC50 in µM. 290,000 compounds, 0.091% hits. KOR beta-arrestin recruitment, luminescence, antagonist mode; higher % means a stronger effect. Kappa-type opioid receptor (Homo sapiens); also: strong numbers were not always called active
NOD1 NF-kB reporter = NOD1 signaling inhibitors, primary screen, cell-based, luminescence, uHTS (AID 1578) | NOD1-driven NF-kB luciferase reporter cells, luminescence; higher % means a stronger effect | one-dose inhibition, % at 4 µM; EC50 in µM for titrated hits | 290,000 compounds, 1% hits; in the data active = inhibition mostly above about 36%, no sharp cut-off; inactive = mostly below about 34%;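 also: HEK-293T reporter cells stimulated with the NOD1 agonist gamma-tri-DAP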
Dynein transport cytoplasmic EGFP = recorded beside Dynein transport, whose call it bears; z-score; measured here: cytoplasmic GR-EGFP intensity; active compounds read high
Dynein transport nuclear GR-EGFP = also measured in Dynein transport; calls as there; z-score; measured here: nuclear GR-EGFP intensity;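 lower value marks the stronger effect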
Dynein transport cell count = also measured in Dynein transport; calls as there; z-score; measured here: cell count per field
Numbers without * were called inactive; [ ] = remark or other dose. Rule as the data show it, unless noted: active = inhibition above about 50%; inactive = the rest. The list is partial. The share of hits here may be higher or lower than overall.

`O=C1Nc2ccc(S(=O)(=O)N3CCCC3C(=O)O)c3cccc1c23` (centres undefined) gave P. falciparum M1AAP 15.6%, AID2073 6.9%, KOR beta-arrestin-1 -4.4%, Dynein transport -0.301, P. falciparum M17LAP -2.2%, GPR55 beta-arrestin 0.2%, NOD2 inhibition 1.0%, KOR beta-arrestin-2 33.9%, NOD1 NF-kB reporter -6.6%, Dynein transport cytoplasmic EGFP -0.189, Dynein transport nuclear GR-EGFP -0.135 and Dynein transport cell count -0.177.
CCc1nnc(NC(=O)CCC(=O)NCc2ccc(OC)cc2)s1 was read as P. falciparum M1AAP 1.0%, AID2073 -3.1%, KOR beta-arrestin-1 5.8%, Dynein transport 0.599, P. falciparum M17LAP 2.7%, GPR55 beta-arrestin 0.2%, NOD2 inhibition 13.9%, KOR beta-arrestin-2 25.3%, NOD1 NF-kB reporter -6.6%, Dynein transport cytoplasmic EGFP -0.223, Dynein transport nuclear GR-EGFP 0.269 and Dynein transport cell count -0.688.
For COc1ccc(C)cc1NC(=O)CN1C(=O)COc2ccc(S(=O)(=O)N3CCC(C)CC3)cc21 the results were AID2073 11.4%, KOR beta-arrestin-1 -3.8%, GPR55 beta-arrestin 0.3%, NOD2 inhibition -17.7%, KOR beta-arrestin-2 3.3% and NOD1 NF-kB reporter -5.2%.
For COc1ccc(S(=O)(=O)N(CC(=O)NCc2ccco2)c2ccc(F)cc2)cc1 the results were AID2073 1.9%, KOR beta-arrestin-1 0.8%, GPR55 beta-arrestin 0.0%, NOD2 inhibition 20.3%, KOR beta-arrestin-2 0.8% and NOD1 NF-kB reporter -16.1%.
Screening O=C1CSCN1c1cc(Cl)ccc1Cl returned P. falciparum M1AAP -2.8%, AID2073 18.2%, KOR beta-arrestin-1 -4.2%, Dynein transport 1.92, P. falciparum M17LAP 3.1%, GPR55 beta-arrestin -0.1%, NOD2 inhibition 10.1%, KOR beta-arrestin-2 -13.6%[20 µM], NOD1 NF-kB reporter -19.3%, Dynein transport cytoplasmic EGFP -0.164, Dynein transport nuclear GR-EGFP 0.798 and Dynein transport cell count -0.207.
NC(=NC(=O)c1ccccc1)N1CCN(C(c2ccccc2)c2ccccc2)CC1 was read as P. falciparum M1AAP -2.4%, AID2073 4.7%, KOR beta-arrestin-1 1.5%, Dynein transport -0.211, P. falciparum M17LAP 6.6%, GPR55 beta-arrestin 0.3%, NOD2 inhibition -5.4%, KOR beta-arrestin-2 -0.6%, NOD1 NF-kB reporter -4.6%, Dynein transport cytoplasmic EGFP -0.243, Dynein transport nuclear GR-EGFP 0.502 and Dynein transport cell count -0.508.
For O=[N+]([O-])c1ccc(CSc2nnc(Cc3ccccc3)o2)cc1 the results were P. falciparum M1AAP -1.9%, AID2073 -16.8%, KOR beta-arrestin-1 4.0%, Dynein transport -0.0571, P. falciparum M17LAP 2.9%, GPR55 beta-arrestin -0.1%, NOD2 inhibition 1.1%, KOR beta-arrestin-2 22.1%, NOD1 NF-kB reporter -4.4%, Dynein transport cytoplasmic EGFP -0.707, Dynein transport nuclear GR-EGFP 0.166 and Dynein transport cell count -0.232.
`O=C(N/N=C/c1ccccc1O)/C(=C/c1ccccc1)CCO` gave P. falciparum M1AAP 14.4%, AID2073 6.6%, KOR beta-arrestin-1 -4.5%, Dynein transport 0.0468, P. falciparum M17LAP -4.1%, GPR55 beta-arrestin 0.2%, NOD2 inhibition 3.1%, KOR beta-arrestin-2 -10.4%, NOD1 NF-kB reporter -17.6%, Dynein transport cytoplasmic EGFP -0.207, Dynein transport nuclear GR-EGFP 0.479 and Dynein transport cell count -0.622.
CN(C)Cc1cc2ccccc2c2c1COC2 was read as P. falciparum M1AAP 3.9%, AID2073 3.0%, KOR beta-arrestin-1 9.3%, Dynein transport 0.666, P. falciparum M17LAP 4.6%, GPR55 beta-arrestin -0.3%, NOD2 inhibition -1.5%, KOR beta-arrestin-2 -2.5%, NOD1 NF-kB reporter 7.5%, Dynein transport cytoplasmic EGFP -0.208, Dynein transport nuclear GR-EGFP 0.222 and Dynein transport cell count -0.266.
COc1ccccc1NC(=O)Nc1ccncc1 was read as P. falciparum M1AAP 3.0%, AID2073 -0.6%, KOR beta-arrestin-1 -2.7%, Dynein transport -0.099, P. falciparum M17LAP 11.3%, GPR55 beta-arrestin -0.4%, NOD2 inhibition 10.4%, KOR beta-arrestin-2 19.8%, NOD1 NF-kB reporter -23.8%, Dynein transport cytoplasmic EGFP -0.31, Dynein transport nuclear GR-EGFP -0.15 and Dynein transport cell count 0.182.
`Cc1sc(NC(=O)c2cc3ccccc3oc2=O)c(C(=O)OC(C)C)c1-c1ccccc1` gave P. falciparum M1AAP 0.1%, AID2073 -3.6%, Dynein transport 0.413, P. falciparum M17LAP 5.1%, GPR55 beta-arrestin -0.2%, NOD2 inhibition 14.6%, KOR beta-arrestin-2 -15.7%, NOD1 NF-kB reporter -85.8%, Dynein transport cytoplasmic EGFP -0.184, Dynein transport nuclear GR-EGFP 0.464 and Dynein transport cell count 0.283.
For CCCNC(=O)c1ccccc1NC(=O)CN(c1ccccc1)S(=O)(=O)N(C)C the results were P. falciparum M1AAP -0.1%, AID2073 7.7%, KOR beta-arrestin-1 1.4%, Dynein transport -0.198, P. falciparum M17LAP -3.7%, GPR55 beta-arrestin 0.0%, NOD2 inhibition -11.7%, KOR beta-arrestin-2 7.6%, NOD1 NF-kB reporter -35.3%, Dynein transport cytoplasmic EGFP -0.315, Dynein transport nuclear GR-EGFP 0.0477 and Dynein transport cell count 0.751.
`CC1CCc2nc(NC(=O)CCSc3ccccc3)sc2C1` (centres undefined) gave P. falciparum M1AAP 0.4%, AID2073 7.0%, KOR beta-arrestin-1 17.0%, Dynein transport 0.00645, P. falciparum M17LAP -4.1%, GPR55 beta-arrestin 1.9%, NOD2 inhibition -18.7%, KOR beta-arrestin-2 5.8%, NOD1 NF-kB reporter -19.7%, Dynein transport cytoplasmic EGFP -0.207, Dynein transport nuclear GR-EGFP 0.0107 and Dynein transport cell count 0.173.
`CCNC(=O)Oc1ccc[nH]c1=O` gave P. falciparum M1AAP 5.1%, AID2073 5.9%, KOR beta-arrestin-1 3.4%, Dynein transport 1.01, P. falciparum M17LAP 0.5%, GPR55 beta-arrestin 0.4%, NOD2 inhibition -37.5%, KOR beta-arrestin-2 18.7%, NOD1 NF-kB reporter -7.1%, Dynein transport cytoplasmic EGFP -0.225, Dynein transport nuclear GR-EGFP 0.0813 and Dynein transport cell count 0.317.
For Cc1cc(C)n(C(=O)c2ccc(S(=O)(=O)N3CCOCC3)cc2)n1 the results were P. falciparum M1AAP 4.5%, AID2073 0.0%, KOR beta-arrestin-1 1.1%, Dynein transport -0.739, P. falciparum M17LAP 8.4%, GPR55 beta-arrestin 0.2%, NOD2 inhibition 11.0%, KOR beta-arrestin-2 -24.0%, NOD1 NF-kB reporter -12.2%, Dynein transport cytoplasmic EGFP -0.191, Dynein transport nuclear GR-EGFP -0.357 and Dynein transport cell count 0.483.
Screening O=C(Cc1ccc([N+](=O)[O-])cc1)Nc1ccc(Cl)cc1 returned P. falciparum M1AAP 3.9%, AID2073 44.5%, KOR beta-arrestin-1 -1.0%, Dynein transport -0.654, P. falciparum M17LAP -5.4%, GPR55 beta-arrestin -0.2%, NOD2 inhibition -6.5%, KOR beta-arrestin-2 -17.0%, NOD1 NF-kB reporter -36.3%, Dynein transport cytoplasmic EGFP 0.655, Dynein transport nuclear GR-EGFP -0.0805 and Dynein transport cell count 0.252.
COc1cccc2c1OCC/C2=N\NC(=O)C(C)Oc1ccc([N+](=O)[O-])cc1 (centres undefined) was read as P. falciparum M1AAP 12.1%, AID2073 -6.1%, KOR beta-arrestin-1 0.3%, Dynein transport -0.794, P. falciparum M17LAP 4.0%, GPR55 beta-arrestin 0.1%, NOD2 inhibition 10.4%, KOR beta-arrestin-2 -13.0%, NOD1 NF-kB reporter -47.1%, Dynein transport cytoplasmic EGFP -0.252, Dynein transport nuclear GR-EGFP -0.296 and Dynein transport cell count 0.74.
Fc1ccc(-c2csc(NC3=NCCC3)n2)cc1 was read as P. falciparum M1AAP 5.9%, AID2073 -1.6%, KOR beta-arrestin-1 1.9%, Dynein transport -1.47, P. falciparum M17LAP -0.1%, GPR55 beta-arrestin -0.2%, NOD2 inhibition -19.3%, KOR beta-arrestin-2 -25.8%, NOD1 NF-kB reporter -37.1%, Dynein transport cytoplasmic EGFP -0.214, Dynein transport nuclear GR-EGFP -0.339 and Dynein transport cell count 0.842.
`COCCCN1C2=C(C(=O)CC(C)(C)C2)C(c2ccc(OC)c(OC)c2)C2=C1CC(C)(C)CC2=O` gave AID2073 20.0%, KOR beta-arrestin-1 -4.7%, GPR55 beta-arrestin 0.3%, NOD2 inhibition 15.0%, KOR beta-arrestin-2 -39.9%[20 µM] and NOD1 NF-kB reporter -9.0%.
For O=c1c2cccnc2n(-c2ccccc2)n1Cc1c(Cl)cccc1Cl the results were P. falciparum M1AAP 10.3%, AID2073 28.7%, KOR beta-arrestin-1 -3.0%, Dynein transport -0.199, P. falciparum M17LAP -6.9%, GPR55 beta-arrestin -0.3%, NOD2 inhibition 16.3%, KOR beta-arrestin-2 9.9%, NOD1 NF-kB reporter 4.6%, Dynein transport cytoplasmic EGFP -0.253, Dynein transport nuclear GR-EGFP -0.425 and Dynein transport cell count 1.21.
Screening N#C/C(=C(/O)Cc1ccccc1)P(=O)(c1ccccc1)c1ccccc1 returned P. falciparum M1AAP 3.8%, AID2073 6.5%, KOR beta-arrestin-1 5.3%, Dynein transport 0.245, P. falciparum M17LAP -7.5%, GPR55 beta-arrestin -0.1%, NOD2 inhibition 10.0%, KOR beta-arrestin-2 5.1%, NOD1 NF-kB reporter -3.7%, Dynein transport cytoplasmic EGFP -0.238, Dynein transport nuclear GR-EGFP 0.108 and Dynein transport cell count 0.201.
